Screening results as filed in PubChem BioAssay.
ELG1 DNA repair: ELG1-dependent DNA repair inhibition | AID 504467 | HEK293T ELG1-luciferase reporter, luminescence, 16 h; DNA damage induced by 5-fluorouridine | Potency, µM (top dose mostly 46.1 µM), for the others: at the top dose activity change, negative = inhibition, most hits filed as inhibitors | 330,000 compounds, 2.3% hits; note: potency is the fitted concentration of half-maximal effect; % is set by controls: 0 for no effect and ±100 for the full control effect; nearly all actives have a fitted effect of over 55% in size
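In this reporter screen, reduction of luminescence relative to DMSO vehicle indicated activity. Compounds and 5-fluorouridine were added together to 2,000 cells per well, incubated for 16 hr at 37 °C, then developed with ONE-Glo.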
TSG101-PTAP inh: blocks PTAP/TSG101 interaction to inhibit HIV-1 budding; Q99816; Fluorescence polarization, FITC-PTAP peptide / Tsg101 binding; 340,000 tested, under 10 active; Potency, µM (series often up to 115 µM), without a hit: at the top dose activity change, negative = inhibition, usual class: inhibitors; active = well fitted inhibition curve with a large enough effect in the main read-out, with a control signal flat, not every such curve was filed as active; inconclusive = small, poorly fitted or top-dose-only effect, or effect the other way, or a change in a side signal; inactive = no such curve, though single readings can be large or run the other way; note: potency is the fitted concentration of half-maximal effect; % of control where 0% means no effect
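Tsg101 binding domain (10 uM final) was mixed with compound and a FITC-labeled PTAP peptide (50 nM final) in HEPES pH 7.5 buffer with NaCl, Tween 20, EDTA and TCEP; fluorescence polarization was read after 20 min at r.t.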
a7 integrin act: integrin-mediated muscular dystrophy alleviation activation. alpha7betagal myoblasts, beta-gal FDG fluorescence, 48 h. Potency, µM (titrated, usually from 38.3 µM), for the others: at the top dose activation, hits mostly activators. 350,000 compounds, 0.064% hits;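 note: potency is the fitted concentration of half-maximal effect; 100% = response of the positive control SU9516; nearly all actives have a fitted effect of over 60% in size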
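Alpha7betagal+/- myoblasts (passage 13) were plated 16-24 hr, then exposed to compounds (1:260 dilution of DMSO stock) for 48 hours at 37C. After MPER lysis, β-galactosidase reporter activity was read as FDG fluorescence (ex 480/em 540) after 30 minutes.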
ASM inhibitor: human S-ASM enzyme inhibition | P17405 | placental ASM, HMU-PC fluorogenic substrate, 60 min | Potency, µM (doses to about 57.5 µM), inactives show at the highest dose activity change, negative = inhibition, usual class: inhibitors | 340,000 compounds, 0.006% hits | AID 504937; note: potency is the fitted concentration of half-maximal effect
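HMU-PC0 cleavage (9 uM final) by human placental ASM, 60 min at 37 °C following 10 min compound exposure at RT; stopped at pH 10, fluorescence Ex 386/Em 447 nm.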
TCR activator: activators of T cell receptors; Potency, µM (doses to about 9.22 µM), for inactives: at the highest dose activation of IL-2 secretion, most hits filed as activators; AID 504894; primary human leukocytes, anti-CD3, IL-2 HTRF, 48 h; 330,000 tested, under 10 active; note: % of control where 0% means no effect
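Readout: HTRF IL-2, Eu-cryptate/d2 antibody pair, 320nm excitation, 665nm emission. Stimulus: a-CD3 beads, no co-stimulation. Cells: primary human leukocytes. Exposure: 48 hr with compound.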
Chronic BCR inh: blocks chronic active B-cell receptor signaling; ABC-DLBCL IkBa-CBG/CBR reporter, luminescence ratio, 4 h; Potency, µM (titrated, usually from 46.1 µM), for inactives: top-dose ratio change, negative = lower green/red ratio, hits mostly inhibitors; 340,000 compounds, 0.05% hits; active = well fitted inhibition curve with a large enough effect in the signal ratio, with a control signal flat, not every such curve was filed as active; inconclusive = small, poorly fitted or top-dose-only effect, or effect the other way, or a change in a side signal; the % refers to the signal ratio;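 note: potency is the fitted concentration of half-maximal effect; plate controls were basal doxycycline-induced cells for no effect and cells given 10 µM MG132 for full effect; MG132 reads +100%, hits lower the ratio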
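Compounds up to 46 uM were incubated four hours with TMD8 cells whose green CBG68 luciferase is fused to IkappaBalpha; red CBR luminescence normalised the signal, and concentration-effect curves were fitted to fusion, red and ratio data.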
Eya2 inh: inhibitors of human Eya2 phosphatase activity; recombinant Eya2, OMFP fluorescence dephosphorylation (OMFP is methylfluorescein phosphate); 330,000 compounds, 0.006% hits; O00167; Potency, µM (titrated, usually from 76.9 µM), without a hit: top-dose activity, negative = inhibition, hits mostly inhibitors; note: potency is the fitted concentration of half-maximal effect; % is set by controls: 0 for no effect and ±100 for the full control effect
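Eya2 (0.2 uM) preincubated 10 min at ambient with compound, then OMFP substrate added at 50 uM; 10 min reaction in 50 mM HEPES pH 7.5, 50 mM NaCl, 5 uM MgCl2, 0.05% BSA, 1 mM DTT. Fluorescence read at Ex 485/Em 525 nm.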
Tb PFK inh: blocks T. brucei phosphofructokinase; T. brucei PFK, ADP-Glo luminescence; AID 485367; 330,000 compounds, 0.17% hits; Potency, µM (titrated, usually from 57.5 µM), for inactives: top-dose activity, negative = inhibition, usual class: inhibitors; O15648;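 note: potency is the fitted concentration of half-maximal effect; 0% = uninhibited 1x PFK enzyme wells and -100% = no-enzyme wells; nearly all actives have a fitted effect of over 60% in size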
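Luminescent ADP detection (ADP-Glo, two-step: ATP depletion then ADP-to-ATP conversion for luciferase) reported PFK activity after 45 min room-temperature reaction of 1.25 nM enzyme with 0.5 mM F6P and 0.1 mM ATP at pH 8.0.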
Mito fusion act: inhibitors of mitochondrial division or activators of mitochondrial fusion. S. cerevisiae fusion-defective mutant growth rescue, CellTiterGlo 48 h. Potency, µM (titrated, usually from 46.1 µM), for inactives: at the top dose growth rescue (activation), usual class: activators. 320,000 compounds, 0.23% hits;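 note: potency is the fitted concentration of half-maximal effect; % of control where 0% means no effect; nearly all actives have a fitted effect of over 45% in size; temperature-sensitive fusion mutants such as fzo1-1 at 37 °C on non-fermentable ethanol glycerol medium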
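Read-out: ATP-based luminescence (CellTiterGlo, 10 min ambient) reporting growth of fusion-defective ts yeast after 48 hours at 37C on glycerol/ethanol YPEG medium in the presence of compound.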
A-T KAP1 phos: candidate therapy for ataxia-telangiectasia. Potency, µM (highest dose often 57.5 µM), inactives show at the top dose activation, actives largely listed as activators. 320,000 compounds, 0.19% hits. […] A-T fibroblasts, KAP-1 phosphorylation AlphaLISA; neocarzinostatin DNA damage 30 min before lysis; note: potency is the fitted concentration of half-maximal effect; % of control where 0% means no effect; nearly all actives have a fitted effect of over 45% in size
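ATM-like activity read as KAP-1 phosphorylation via AlphaLISA donor/acceptor antibody pairs after lysis and 6 hr at 25C. Cells were ATM-null patient fibroblasts ([…], hTERT), dosed 60 min, then exposed to the DSB inducer NCS for 30 min.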
TSHR antag: blocks TSH signaling through the human TSH receptor | activity change, negative = inhibition, % at 11.5 µM | 330,000 compounds, 0.2% hits | P16473 | TSHR-expressing cells, TSH-stimulated cAMP HTRF, 2 h; stronger effect = lower value | AID 504810;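 active = activity change below a set negative limit, meaning inhibition stronger than a set level, cut at about -70% in these data; inconclusive = activity change between two set negative limits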; note: % is set by controls: 0 for no effect and ±100 for the full control effect
Target sequence (P16473 whole entry, looked up): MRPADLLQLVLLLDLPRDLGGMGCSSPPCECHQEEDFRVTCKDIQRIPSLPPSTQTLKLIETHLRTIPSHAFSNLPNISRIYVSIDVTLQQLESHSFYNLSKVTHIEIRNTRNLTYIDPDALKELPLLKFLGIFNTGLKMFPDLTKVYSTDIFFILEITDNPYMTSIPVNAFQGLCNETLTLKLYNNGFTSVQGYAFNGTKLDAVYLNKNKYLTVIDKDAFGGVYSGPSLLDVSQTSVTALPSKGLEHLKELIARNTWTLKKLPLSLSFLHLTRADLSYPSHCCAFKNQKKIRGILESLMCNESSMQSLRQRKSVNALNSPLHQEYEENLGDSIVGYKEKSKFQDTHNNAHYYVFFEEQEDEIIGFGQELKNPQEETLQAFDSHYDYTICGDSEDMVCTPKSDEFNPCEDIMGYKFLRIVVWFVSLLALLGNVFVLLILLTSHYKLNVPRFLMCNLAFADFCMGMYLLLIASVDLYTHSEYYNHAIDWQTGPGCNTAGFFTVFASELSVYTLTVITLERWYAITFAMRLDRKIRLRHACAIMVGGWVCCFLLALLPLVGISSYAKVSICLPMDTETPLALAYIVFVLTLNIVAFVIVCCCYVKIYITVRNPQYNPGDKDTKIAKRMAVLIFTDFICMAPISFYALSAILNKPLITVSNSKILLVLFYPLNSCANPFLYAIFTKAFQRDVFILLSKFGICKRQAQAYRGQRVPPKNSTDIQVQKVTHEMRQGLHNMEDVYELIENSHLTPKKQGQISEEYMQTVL
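Read-out is FRET at 665 nm (cryptate excitation 337 nm) from a cryptate-tagged anti-cAMP antibody, competed by cell cAMP against cAMP-d2. Compounds are tested on freshly harvested TSHR cells challenged with 4nM TSH (EC80) for 2 hours at 37 deg C.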
Numbers without * were called inactive; i = inactive; ? = inconclusive; . = no result given; & = joins results of further samples; [ ] = another dose, or the depositor's remark. Unless noted, calls come from the whole dose curve; as a rule, active = well fitted curve in the direction sought with a large enough effect; inconclusive = small, poorly fitted or top-dose-only effect, or another doubt; inactive = no such curve, though single readings can be large; an effect the other way counts as inactive or inconclusive.

Values in the order – ASM inhibitor, Tb PFK inh, Chronic BCR inh, TCR activator, ELG1 DNA repair, Eya2 inh, Mito fusion act, A-T KAP1 phos, TSG101-PTAP inh, a7 integrin act, TSHR antag
[1] O=C(c1cccs1)N(c1ccc(Cl)cc1)C1C=CS(=O)(=O)C1 (stereo not given)
 : 3%, 2%, 2%, 1%, 5%, -1%, -4%, -1%, -3%, 17%, 6
[2] COC(=O)c1cc(NC(=O)c2ccc3c(c2)NC(=O)c2ccccc2S3)cc(C(=O)OC)c1
 : ., -6%, 1%, ., ., 2%, 7%, 2%, ., ., 8
[3] COc1ccccc1-c1c(NC(=O)C(C)C)n(C)c2ccccc2c1=O
 : 1%, -6%, 0%, -13%, 1%, 1%, 3%, -4%, 0%, ?, 12
[4] O=C(N/N=C/c1ccnc2ccccc12)c1ccccc1O
 : 1%, ?, ., 1%, ?, 0%, 12%, 4%, 2%, 36%, -7
[5] CCOC(=O)c1c(-c2ccccc2)csc1NC(=O)c1cccc(N2C(=O)CCC2=O)c1
 : 6%, 2%, 5%, -1%, ?, 14%, 0%, 0%, -4%, -3%, ?
[6] Cc1ccc(C2=NN(CC(=O)NCc3ccccn3)C(=O)CC2)cc1
 : -2%, 0%, 2%, -1%[46.1 µM], 3%, 5%, 1%, 3%, -2%, 3%, 4
[7] Nn1c(SCc2ccc([N+](=O)[O-])cc2)nc2ccccc2c1=O
 : -3%, -6%, 9%, -7%, 22%, -1%, 2%, 50%, -4%, 18%, 20
[8] Cc1cccc(NC(=O)CN2C(=O)S/C(=C\c3ccc(O)c([N+](=O)[O-])c3)C2=O)c1
 : -10%, 0%, ?, ., -14%, -8%, 28%, -7%, 0%, 21%, -33
[9] Nc1ccccc1C(=O)N=Nc1[nH]c(N)c2ccccc12
 : -5%, -1%, ?, 12%[46.1 µM], ?, -9%, 0%, -3%, -3%, 21%, -10
[10] COc1cc(N/N=C/c2ccc(N(C)C)cc2)ncn1
 : 335%[activator], -2%, ?, -6%, ?, -1%, -4%, -5%, -7%, -7%, -8
[11] O=C(NC(=S)NCCc1ccccc1)c1ccccc1
 : -9%, -6%, ?, 17%, ?, 1%, -14%, -2%, -7%, 0%[7.66 µM], -13
[12] COC(=O)NNC(=O)COc1ccc(Br)c(C)c1
 : -1%, -5%, 0%, ., -3%, 9%, -1%, 7%, -2%, 15%, 4
[13] COc1ccc(C(=O)N2CCCC(c3nc(-c4ccc(OC)c(OC)c4)no3)C2)c(OC)c1 (stereo not given)
 : 0%, 6%, 3%, 4%, ?, 3%, -11%, 6%, -4%, 1%, -5
[14] CC1=C(C(=O)OCc2ccc3c(c2)OCO3)C(c2ccc(F)cc2)NC(=O)N1 (stereo not given)
 : -10%, -8%, ?, -17%, 1.3µM*, -16%, 2%, -2%, -4%, ?, 0
[15] C[n+]1cccc(C(=O)[O-])c1
 : 2%, -5%, 2%, -11%, -2%, -33%, -2%, -7%, -3%, ., 15
[16] O=C1C=C(c2ccc(CO)cc2)C[C@@H](c2ccc3c(c2)OCO3)C1
 : -2%, 3%, -4%, 11%, ?, -4%, 8%, 6%, ., -16%, -17
[17] COc1cccc(C(=O)COc2ccccc2-c2ccccc2)c1
 : -2%, 2%, 2%, -1%[46.1 µM], -11%, -14%, ?, 22%, 1%, -17%, -7
[18] COC(=O)c1ccc(NC(=S)Nc2ccccn2)cc1
 : 2%, 3%, -3%, 7%[46.1 µM], ?, -20%, -1%, -4%, -7%, 5%, -10
[19] COc1ccc(/C=N/Nc2nc(-c3cccnc3)nc3ccccc23)cc1OC
 : i, 0%, ?, 0%, 6.5µM*, 23%, -3%, 14%, -1%, 24%, -10
[20] COc1cc(-c2c(NC(=O)c3ccco3)oc3ccccc3c2=O)cc(OC)c1OC
 : -7%, ?, 0%, 1%, 11%, 5%, ?, 3%, 0%, 25%, 32
[21] O=C(NNC(=O)C(c1ccccc1)c1ccccc1)c1cccs1
 : 5%, 0%, 0%, 0%, 3%, -14%, -4%, 5%, -2%, 9%, 1
[22] CCC(=O)Nc1ccc(Oc2ccc(NC(=O)CC)c(NC(=O)CC)c2)cc1
 : 6%, -7%, 0%, -1%, 15%, 0%, 0%, -1%, -3%, 5%, -2
[23] CC1CCN(S(=O)(=O)c2ccc3c(c2)N(CC(=O)NCCCN2CC(C)CC(C)C2)C(=O)CS3)CC1 (stereo not given)
 : 1%, 2%, -11%, 5%, ?, 0%, -1%, -8%, -3%, ?, -1
[24] CCN1C(=NCCc2ccc(Br)cc2)N[C@@H](c2ccccc2)[C@H](C(=O)OC)[C@H]1C
 : -2%, 1%&0%, ?, 0%, ?, -16%&-4%, -1%, 6%&-3%, 0%, -43%, 24&0
[25] COc1cccc(NC(=O)Nc2nnc(Cc3ccc(OC)c(OC)c3)s2)c1
 : 7%, -2%, -1%, -47%, 0%, 4%, 0%, -23%, 1%, 8%, 4
[26] Cc1ccc(OCC(O)Cn2c(N3CCCCC3)nc3c2c(=O)[nH]c(=O)n3C)cc1C (stereo not given)
 : -1%, 0%, -2%, -1%, -30%, 8%, 15%, 0%, -1%, -3%, -6
[27] Cc1ccc2nc(CCCc3nc4ccc(C)cc4[nH]3)[nH]c2c1
 : 2%, 1%, -3%, 1%, ?, -7%, 1%, -10%, -6%, -19%, 2
[28] O=C(CCCn1c(=S)[nH]c2ccsc2c1=O)NC1CCCCC1
 : -1%, -3%, 1%, -7%, ?, -9%, -3%, 6%, 0%, 13%, 4
[29] COC(=O)/C=C/c1ccc2c(c1)OCO2
 : -4%, -4%, 1%, 2%, -12%, -21%, -2%, 1%, 1%, 1%, 9
[30] CC(CN1CCN(C)CC1)OC(=O)c1ccc(Cl)cc1 (stereo not given)
 : 7%, 0%, 7%, -7%, 11%, -15%, -5%, -8%, 1%, 4%, 0
[31] CC(C)(C)c1ccc(C2=CSC3=NCCN23)cc1
 : -3%, -5%, -3%, 0%, -1%, ?, -9%, -8%, 0%, -39%, 2
[32] Cc1ccc(-c2ccc(=O)n(CC(=O)NCC3COCCO3)n2)cc1 (stereo not given)
 : -1%, -7%, 1%, -8%, 21%, -11%, 1%, 2%, -2%, -9%, 4
[33] COc1cc(N2CCOCC2)ncn1
 : 3%, 5%, -7%, 4%, 2%, 4%, 1%, 8%, -5%, 6%, 7
[34] CCOC(=O)c1sc(=S)n(C)c1NC(=O)c1ccccc1C
 : 1%, ?, -3%, 8%[46.1 µM], 14%, -5%, 10%, 2%, -5%, 38%, -3
[35] CCn1nc(C)cc1C(=O)Sc1cccc(Br)c1
 : 0%, 0%, -15%, 1%, 13%, 11%, 11%, 6%, -2%, -38%, -1
[36] CCOc1ccc(S(=O)(=O)N(C)c2ccc(OCC(=O)Nc3ccccc3F)cc2)cc1
 : 0%, 0%, 0%, ., -20%, -8%, 3%, 7%, -5%, -42%, 5
[37] COc1c(S(=O)(=O)NCCCn2ccnc2)ccc(Cl)c1Cl
 : 0%, 0%, -1%, 11%, 1%, 7%, 1%, 1%, -2%, -13%, 2
[38] NC(=O)c1ccc(NC(=O)CCC(=O)N2CCN(S(=O)(=O)c3ccc(Cl)cc3)CC2)cc1
 : 0%, -1%, ?, -5%, ?, 9%, 4%, 15%, -2%, 7%, 24
[39] N#CC1=C2SCN(Cc3ccco3)CN2C(=O)CC1c1c(F)cccc1Cl (stereo not given)
 : -5%, 4%, -13%, 4%, 16%, -11%, 0%, 14%, 0%, -10%, 1
[40] CC(=O)Nc1cc(N=Cc2ccc(O)cc2O)c(Cl)cc1Cl
 : -1%, -3%, ?, -3%[46.1 µM], -1%, -12%, 5%, 10%, -9%, -7%, -5
[41] Cc1ccc(C)c(OCCC(=O)OCC(=O)N(C)c2c(N)n(Cc3ccccc3)c(=O)[nH]c2=O)c1
 : 1%, -2%, 2%, -3%, 9%, -23%, -2%, -10%, 3%, -3%, 4
